aDG glyco up: alpha-DG glycosylation activation | hit rate 0.22% among 360,000 | Pro5-aDG cells, alpha-DG glycosylation AlphaScreen (IIH6); 0% Pro5, 100% B10-LARGE cell signal | activation, % at 10 µM;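 active = activation of at least 8% versus controls, or a plate z-score of at least 8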;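 also: Pro5 are CHO cells carrying HIG-tagged alpha-DG that lacks glycosylation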
HIF-2a inh: inhibitors of HIF-2a | 786-0 RCC cells HIF-2a reporter, luciferase luminescence, overnight | inhibition, % at 18.8 µM | hit rate 0.72% among 360,000;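 active = inhibition of the luminescence signal of 40% or more relative to plate controls, in a single-dose primary screen at 18.75 µM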
Vif inh: blocks HIV Vif function. AID 602346. inhibition, % at 7.49 µM. hit rate 0.35% among 340,000. HEK293T cells, Vif self-association by quenched fluorescence, imaging, 24 h; in the data active = inhibition above about 50%, passing the limit was not always enough; inconclusive = no clear call, values can overlap the other calls; inactive = below about 31%; also: some results filed as inactive read as strong as hits
iPSC survival up: increases survival of single human iPS cells | hiPSC single-cell survival, ATPlite luminescence; 100% = ROCK inhibitor wells, 0% = DMSO | survival enhancement, % at 20 µM | hit rate 0.044% among 360,000 | AID 602274; in the data active = survival enhancement above about 18%;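 also: cells exposed to compounds for 16 hours before the ATP read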
Granule exo inh: blocks lytic granule exocytosis; TALL-104 LAMP-1 surface exposure, flow cytometry; cells stimulated with thapsigargin and PMA; inhibition, % at 10 µM; hit rate 0.66% among 360,000; AID 651702;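 active = inhibition above about 55%, limit read from the data; inconclusive = no clear call, values can overlap the other calls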
NR2E3 ag-1: activates human photoreceptor nuclear receptor NR2E3 | inhibition of corepressor binding, % at 4.78 µM | hit rate 0.12% among 320,000 | GST-NR2E3/biotin-RetCOR TR-FRET, 1536-well | Q9Y5X4 | AID 2300;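 active = percent inhibition above the cutoff of mean plus 3 SD of all tested compounds, set per screening campaign, cut at about 20% in these data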;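 also: 0% = DMSO wells and 100% = biotin wells as full block of FRET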
Target sequence (Q9Y5X4 whole entry, looked up): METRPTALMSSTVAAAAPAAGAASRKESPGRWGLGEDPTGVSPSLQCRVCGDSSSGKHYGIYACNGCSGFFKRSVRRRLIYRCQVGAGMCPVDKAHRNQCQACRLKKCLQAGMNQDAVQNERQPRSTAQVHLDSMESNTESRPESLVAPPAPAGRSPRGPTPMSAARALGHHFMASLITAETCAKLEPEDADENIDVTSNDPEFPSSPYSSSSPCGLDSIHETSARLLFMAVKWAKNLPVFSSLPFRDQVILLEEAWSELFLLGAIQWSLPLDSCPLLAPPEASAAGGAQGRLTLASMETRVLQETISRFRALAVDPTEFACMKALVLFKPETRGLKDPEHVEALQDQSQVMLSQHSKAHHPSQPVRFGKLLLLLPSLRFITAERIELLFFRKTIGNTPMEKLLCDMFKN
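System: GST-NR2E3 and biotin-RetCOR proteins; probe or stimulus: 7 nM biotin-RetCOR; doses: compound at 4.8 µM, single dose; schedule: Compound–protein incubation for 5 h at 4 °C; detection: time-resolved FRET; read-out: percent inhibition; controls: biotin wells as high control, 0.6% DMSO wells as low control; format: 1536-well plates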
TRPM1 prom inh: inhibitors of MITF-driven TRPM1 promoter in melanoma cells. inhibition, % at 12.5 µM. hit rate 0.83% among 330,000. SK-MEL-5 TRPM1 promoter luciferase, 24 h;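 active = mean inhibition across replicates of 60% or more, whatever share of single replicates reaches that level; inconclusive = some that reach 60%, reason not given; inactive = mean inhibition across replicates below 60%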; also: values of inactives mirror those of a sister screen read the other way
CaV13 ICDI inh: Disruptors of the CACNA1D IQ motif to Ca2+-dependent inactivation inhibitor domain association, primary screening, Förster resonance energy transfer in intact living …; HEK cells, CFP/YFP FRET ICDI-IQ, plate reader, 10 min; percent FRET-ratio fall versus neutral wells; inhibition, % at 12.3 µM; hit rate 0.098% among 340,000; AID 743397;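 active = mean replicate inhibition of at least 30% and at least 1% of replicates passing that level; inconclusive = only one of the two criteria is met; inactive = neither criterion is met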;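 also: 0% = median of the neutral control wells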
Peg3 prom inh: inhibitors of Peg3 promoter; HeLa PEG-Prom luciferase reporter, luminescence, overnight; inhibition, % at 20 µM; hit rate 1.7% among 360,000;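 active = inhibition of at least 50% at 20 µM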
NR2E3 ag-2: human photoreceptor-specific nuclear receptor agonism; CHO-S Gal4-NCOR/VP16-NR2E3 two-hybrid, luciferase; hit rate 0.35% among 360,000; inhibition of corepressor binding, % at 3.98 µM; AID 602229; Q9Y5X4;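 active = inhibition above the mean of all tested compounds plus 3 SD, cut at about 70% in these data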;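 also: 0% = DMSO with NR2E3 transfected cells and 100% = cells lacking NR2E3 construct; higher means lower luciferase signal from less NR2E3 corepressor binding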
PDI turbidity: PDI (human) enzyme inhibition; P07237; PDI insulin aggregation turbidity, A650, 90 min; inhibition, % at 10 µM; hit rate 0.052% among 350,000; AID 588391;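 active = mean inhibition across replicates of 30% or more, whatever share of single replicates reach that level; inconclusive = mean inhibition below 30% while every single replicate reaches 30%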;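 also: absorbance from insulin aggregation driven by PDI reduction with DTT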
Target sequence (P07237 whole entry, looked up): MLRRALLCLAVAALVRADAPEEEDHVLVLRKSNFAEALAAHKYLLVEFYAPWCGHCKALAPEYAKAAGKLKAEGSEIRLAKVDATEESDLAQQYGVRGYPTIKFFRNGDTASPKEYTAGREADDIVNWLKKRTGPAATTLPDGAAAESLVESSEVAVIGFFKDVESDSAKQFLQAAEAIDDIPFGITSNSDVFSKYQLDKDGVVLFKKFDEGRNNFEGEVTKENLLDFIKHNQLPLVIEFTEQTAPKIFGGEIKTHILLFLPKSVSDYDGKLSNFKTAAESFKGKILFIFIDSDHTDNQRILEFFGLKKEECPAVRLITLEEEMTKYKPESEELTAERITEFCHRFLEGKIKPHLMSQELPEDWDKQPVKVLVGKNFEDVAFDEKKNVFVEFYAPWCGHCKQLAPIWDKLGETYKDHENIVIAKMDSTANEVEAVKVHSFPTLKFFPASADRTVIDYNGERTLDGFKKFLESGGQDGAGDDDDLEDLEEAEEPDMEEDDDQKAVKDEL
The depositor's hits bear a star; ? = inconclusive; . = not tested or not shown.

Fields – aDG glyco up	HIF-2a inh	Vif inh	iPSC survival up	Granule exo inh	NR2E3 ag-1	TRPM1 prom inh	CaV13 ICDI inh	Peg3 prom inh	NR2E3 ag-2	PDI turbidity
(1) CN(CC(=O)Nc1ccc(F)cc1)C(=O)CCc1nc2sc3c(c2c(=O)[nH]1)CCCC3
 : -0.1	2.6	2.1	0.3	-0.1	-1.2	-3.4	-2.0	6.8	8.2	1.4
(2) O=C(NCc1cccs1)C1(S(=O)(=O)c2ccccc2)CC=CC1
 : -0.1	-0.7	-2.6	0.1	-8.8	1.7	6.7	-7.7	-8.0	-26.2	-6.4
(3) Cn1nc(N)c2ncc(-c3ccc(Cl)cc3)nc21
 : -0.1	-220.6	31.0	-1.2	20.6	.	.	-7.3	-178.2	-70.6	-6.1
(4) CCNc1ccc(C(=O)OCC)cc1NC(=O)c1cccc(S(=O)(=O)N2CCOCC2)c1
 : 0.3	-5.9	-4.5	0.6	1.5	0.5	5.9	.	-3.1	-7.3	-5.5
(5) CN(C)/C=C(/C(=O)c1ccccc1Cl)S(=O)(=O)c1ccccc1
 : 0.1	8.1	7.2	3.5	-8.3	-0.4	-9.5	-3.6	-3.1	-22.6	-0.9
(6) Cc1ccccc1NC(=O)C(C)OC(=O)c1ccccc1C(=O)N(C)c1ccccc1 (configuration not stated)
 : -0.2	9.4	-1.0	-0.4	4.5	3.9	-2.2	-7.1	11.3	-17.2	1.3
(7) Cc1csc(=O)n1CC(=O)OCC(=O)Nc1cc([N+](=O)[O-])ccc1Cl
 : -0.2	-9.9	6.7	-0.4	-2.1	2.8	0.7	-6.2	-9.1	16.8	-1.4
(8) CN(C(=O)COC(=O)/C=C/c1ccccc1)C1CCS(=O)(=O)C1 (configuration not stated)
 : -0.3	23.2	-2.4	-0.7	-3.4	.	.	-7.2	29.4	37.0	-3.6
(9) COc1cccc(OC)c1C(=O)NC(=O)Nc1c(F)cc(F)cc1F
 : 0.1	2.3	-7.7	-0.4	-2.4	3.9	1.3	4.0	9.0	-18.0	-2.6
(10) COc1ccc(C2NC(=O)NC3=C2C(=O)CCC3)cc1 (configuration not stated)
 : 0.0	17.4	-2.5	0.4	-10.9	-1.0	3.8	-10.6	11.8	-27.3	-4.1
(11) CC(=O)c1ccc(OC(C)C(=O)NCC2(N3CCOCC3)CCCCC2)cc1 (configuration not stated)
 : 0.0	-2.9	-6.9	4.8	5.2	.	8.4	-6.2	-6.5	15.3	-4.1
(12) c1ccc(-c2nc(N3CCCCCC3)c3ccccc3n2)nc1
 : -0.3	0.9	-9.1	-1.8	-4.2	-1.1	12.6	-4.5	44.0	109.3*	-0.5
(13) Nc1[nH]c(C(=O)c2ccccc2)c(-c2ccc(Br)cc2)c1C(=O)NCCc1c[nH]c2ccccc12
 : -0.2	-33.7	.	0.8	2.3	.	.	-4.8	.	-8.4	.
(14) N/C(=N\NC(=O)c1ccccc1Cl)c1cc2ccccc2oc1=O
 : 0.1	-34.0	.	-1.7	0.4	-0.1	14.0	3.0	-12.0	-12.6	11.0
(15) CCOc1ccc2nc(SCC(=O)NCc3ccc(S(N)(=O)=O)cc3)[nH]c2c1
 : 0.1	18.1	-6.3	0.1	1.0	3.4	-1.2	-20.8	-3.5	5.2	-2.1
(16) COC(=O)c1ccccc1NC1c2ccccc2C(=O)N1c1cccnc1 (configuration not stated)
 : 0.6	5.7	-1.5	2.6	-0.9	1.4	3.6	4.9	4.5	-12.2	.
(17) O=C(NC1CC2CCCC(C1)N2C(=O)Nc1ccccc1)c1ccccc1 (configuration not stated)
 : -0.1	2.1	5.2	0.7	-6.4	-1.4	2.3	-2.7	5.4	-20.2	-5.0
(18) COc1ccc(C(C(N)=O)c2ncc(C(F)(F)F)cc2Cl)cc1OC (configuration not stated)
 : -0.2	-9.6	-6.1	-0.8	2.8	2.1	-3.2	1.3	13.3	1.1	-3.1
(19) CSc1nsc(/C=C/Nc2ccc(C(=O)O)cc2)c1C#N
 : -0.1	0.9	-0.1	6.3	6.0	1.2	1.4	-4.6	3.4	-8.4	5.0
(20) Cc1cc2ncn(S(=O)(=O)c3ccc(S(=O)(=O)N4CCCCCC4)cc3)c2cc1C
 : -0.2	-8.4	-7.3	-1.7	-3.5	-1.1	-12.8	.	11.6	-6.1	15.2
(21) COc1ccc(OC/C(O)=C(\C#N)c2nc3ccccc3[nH]2)cc1
 : 0.4	5.4	3.8	0.2	-0.2	4.0	11.6	0.2	20.5	-7.2	-0.1
(22) Cc1cc(OCC(=O)NCCN2CCOCC2)cc(C)c1Br
 : 0.1	2.8	-6.4	3.2	-2.9	-3.1	3.2	.	11.4	-10.6	-1.3
(23) COc1ccc(CN2CCOCC2)cc1OC
 : 0.2	3.3	1.8	-1.0	1.5	-0.9	-13.5	-5.1	13.2	0.5	3.2
(24) COc1cc(CNCc2ccccn2)ccc1OCc1cccc(Cl)c1
 : 3.0	-83.4	-2.2	-0.4	1.2	-1.0	-32.9	-7.0	-75.0	7.2	4.2
(25) O=C(NCCc1ccccc1)c1ccc(NC(=O)C2CCCCC2)cc1
 : -0.1	-132.9	.	2.8	-1.9	.	-8.2	-5.4	-56.3	-108.3	-6.2
(26) COc1cccc(NC(=O)c2ccc3c(c2)N(CC(=O)N2CCCCC2)C(=O)C(C)(C)O3)c1
 : 0.1	-9.8	4.6	7.7	1.9	-1.0	-1.4	-3.6	-14.8	15.3	-5.9
(27) Cn1c(=O)c2c(nc(NCc3ccc4c(c3)OCO4)n2Cc2ccccc2F)n(C)c1=O
 : 0.6	8.6	7.9	-1.2	-0.2	-0.1	-3.8	-0.6	21.2	3.1	-5.2
(28) CC(=O)N1CCN(c2ccc(NC(=O)c3ccc(N4CCCC4)c([N+](=O)[O-])c3)cc2Cl)CC1
 : 0.3	-3.4	-9.7	2.2	-3.7	4.2	-2.0	-7.4	26.7	-5.9	-4.5
(29) C/C(=N/Nc1nc(-c2ccc(Cl)cc2)cs1)c1cccs1
 : -0.2	-109.6	-7.0	-0.5	-0.8	-4.2	-31.0	-4.3	-41.2	-16.3	-10.5
(30) COc1ccccc1N(C(C)=O)C1SC(=O)N(c2ccccc2)C1=O (configuration not stated)
 : 0.0	15.3	-1.0	1.7	-0.6	-1.6	5.3	.	7.0	-9.6	6.3
(31) COCCNC(=O)Cn1nc(-c2ccc(Cl)cc2)c2ccccc2c1=O
 : 0.1	14.2	.	0.4	3.6	-0.2	-0.4	-19.9	-2.8	-3.7	-1.5
(32) CCCCn1c(SCc2c(C)noc2C)nc2cc(S(N)(=O)=O)ccc21
 : -0.6	-46.5	12.6	1.0	-3.4	3.4	8.1	1.3	-16.4	-45.0	1.4
(33) COc1ccc(-c2csc(NC(=O)Cc3ccccc3F)n2)cc1OC
 : 0.4	-38.8	-26.9	0.2	17.2	1.1	1.9	-4.3	-33.2	2.7	-6.0
(34) COc1ccc(NC(=O)CS(=O)(=O)c2cn(CC(=O)N3CCOCC3)c3ccccc23)cc1
 : -0.1	10.3	-0.3	1.0	-0.1	0.2	0.6	-19.0	-5.1	5.4	-1.3
(35) Cc1ccc(-n2c(=O)c3c(C)c(C)sc3n(Cc3cc(=O)n4ccccc4n3)c2=O)cc1C
 : -0.7	6.5	-8.0	2.9	2.2	-1.5	10.8	-2.5	19.7	-18.9	-5.4
(36) COCC(C)NC(=O)CSc1nc2ccccc2c(=O)n1CCc1ccc(S(N)(=O)=O)cc1 (configuration not stated)
 : 0.0	7.8	0.0	-0.5	-5.4	4.2	1.3	-2.1	33.8	-21.1	-6.8
(37) Cc1ccc(Nc2n[nH]c(=S)s2)cc1F
 : 0.1	-260.1	-7.4	-2.0	-1.6	.	-25.5	-5.0	-133.6	-90.4	-3.9
(38) CC(C)(C)c1ccc(C(=O)N2CCC2(C)C(=O)Nc2cccc3ncccc23)cc1 (configuration not stated)
 : -0.2	15.3	-3.2	2.6	-4.8	.	.	-4.9	4.6	-17.5	0.2
(39) CCc1c(C)c(C#N)c2nc3ccccc3n2c1NC
 : 0.1	0.6	-5.9	-0.6	19.9	-0.7	3.4	-17.7	29.3	14.5	-10.0
(40) CCC(C)N(C(=O)COC(=O)c1cn(CC)c2nc(C)ccc2c1=O)C1CCS(=O)(=O)C1 (configuration not stated)
 : 0.0	14.2	23.2	6.8	-1.1	3.7	-13.0	-6.4	9.6	-8.6	1.0
(41) CC(=O)N1CC(C)Oc2ccc(S(=O)(=O)NC(CC(=O)O)c3ccc(C)cc3C)cc21 (configuration not stated)
 : -0.3	-2.3	4.0	0.0	-8.5	-1.7	5.4	-2.9	-14.5	-29.1	-4.6
(42) O=C(CSc1ccccn1)N/N=C/c1ccccc1[N+](=O)[O-]
 : -0.1	-73.6	0.4	0.5	-6.1	0.2	-17.2	-4.4	-49.6	-5.6	-10.0
(43) CCOC(=O)N1CCN(S(=O)(=O)c2ccc(OC)c(Cl)c2)CC1
 : 0.2	11.4	-2.3	-0.6	0.8	2.2	-5.5	.	-3.5	4.4	6.1
(44) c1ccc(CN2CCC(Nc3nc(-c4cccnc4)nc4ccccc34)CC2)cc1
 : -0.5	41.8*	-4.9	-0.9	29.1	-1.1	-3.9	-2.8	100.5*	4.8	-3.5
(45) COc1ccc(NS(=O)(=O)c2ccc(Cl)c(N)c2)cc1Br
 : 0.6	2.4	0.6	-0.4	-0.5	2.3	-13.6	-7.6	11.6	12.1	9.9
(46) CCOc1c(Cl)cc(/C=N/NC(N)=S)cc1OC
 : -0.5	-1.6	1.4	-1.8	5.8	1.9	12.3	-18.7	21.5	-1.8	1.9
(47) Cc1ccc(C(=O)NCc2ccco2)cc1S(=O)(=O)Nc1cccc(Cl)c1
 : 0.1	5.1	-1.9	-1.9	-2.9	-0.2	2.0	-9.1	9.1	0.7	1.3
(48) C/C=C1\COC(C(=O)NCc2ccncc2)(C(F)(F)F)C=C1C=C1CCCCC1 (configuration not stated)
 : 0.0	19.4	-12.1	1.2	0.4	4.0	-2.3	-11.4	10.9	-2.2	-3.2
(49) O=C1CN(c2nc3ccccc3n3cnnc23)CC(=O)N1CCc1ccccc1
 : 0.0	14.1	4.4	1.6	-6.5	-2.0	.	-5.2	3.2	-0.9	?
(50) O=C(Nc1cccnc1)c1ccc(NS(=O)(=O)c2cc([N+](=O)[O-])ccc2Cl)cc1
 : -0.1	19.9	-1.7	-0.3	-2.6	1.9	1.2	-14.8	8.8	-3.0	-6.0
(51) CC(C)(c1ccccc1)c1ccc(OCCCNCCO)cc1
 : 3.7	11.3	.	-2.0	3.2	3.0	53.8	-3.6	45.3	17.7	-2.3
(52) COC(=O)c1ccc(C(=O)OC)c(NC(=S)N2CCN(c3ccc(F)cc3)CC2)c1
 : 0.2	11.5	5.6	-0.7	0.2	-0.8	11.1	-4.1	7.1	-15.2	-2.3
(53) CC1=NCCN1CCNC(=O)Nc1ccc(F)cc1
 : 0.0	15.0	-12.2	-0.7	1.4	0.4	-3.6	-5.1	5.9	12.9	0.5

Bioassay records: PubChem, several laboratories

Compounds were not picked by outcome. About 3.5% of those tested had a hit in this group.
